MEX-5 binding: MEX-5 zinc finger RNA-binding disruptors – biochemical, C. elegans, fluorescence polarization, MLPCN library, primary screen; MEX-5/FITC-TCR2 RNA binding; active compounds read low; AID 1832, 2009; hit rate 0.38% among 300,000; Zinc finger protein mex-5 (Caenorhabditis elegans), Q9XUB2; activity score (negative = inhibition of binding), % at 10 µM;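 active = inhibition past about -25% in most replicates, and total fluorescence under double the plate's negative control median, limit read from the data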;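 note: 0% = DMSO and -100% = 5 µM competing unlabeled TCR2 RNA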
Target sequence (Q9XUB2 whole entry, looked up): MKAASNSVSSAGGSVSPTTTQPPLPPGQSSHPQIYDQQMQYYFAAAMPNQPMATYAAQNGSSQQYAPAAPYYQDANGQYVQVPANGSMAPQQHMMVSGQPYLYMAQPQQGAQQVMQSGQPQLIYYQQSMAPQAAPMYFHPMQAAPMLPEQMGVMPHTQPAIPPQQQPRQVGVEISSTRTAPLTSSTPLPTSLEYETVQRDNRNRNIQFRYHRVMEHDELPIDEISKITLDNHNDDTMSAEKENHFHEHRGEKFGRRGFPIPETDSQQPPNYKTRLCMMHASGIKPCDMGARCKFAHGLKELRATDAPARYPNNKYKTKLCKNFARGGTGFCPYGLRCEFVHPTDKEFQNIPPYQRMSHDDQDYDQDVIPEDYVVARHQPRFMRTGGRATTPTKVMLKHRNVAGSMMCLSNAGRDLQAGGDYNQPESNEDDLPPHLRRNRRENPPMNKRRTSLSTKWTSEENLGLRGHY
CIT2 TOR yeast: modulators of CIT2-GFP expression in yeast, primary screen, S. cerevisiae, GFP fusion, multiplex flow cytometry, MLPCN library; S. cerevisiae CIT2-GFP strain, 3 h; 100 means same as DMSO wells; hit rate 0.065% among 320,000; GFP response vs DMSO, % at 10 µM;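 active = GFP response relative to DMSO above a set limit, near the screen mean plus 3 SD, cut at about 150% in these data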;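 note: ratio of well median GFP fluorescence to mean of DMSO wells on the plate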
VLA-4 inh: inhibition in human VLA-4 binding assay, primary screen, VLA-4 allosteric modulator project, MLPCN library, flow cytometry, VLA-4 expressing cells. Integrin alpha-4 (Homo sapiens), P13612. ligand binding flow cytometry. inhibition, % (about 7 µM as worked out from the volumes in the protocol). hit rate 0.2% among 330,000. AID 2557, 2010; in the data active = inhibition above about 50%
BCLXL inh: inhibitors of human Bcl-xL, primary screen, biochemical, fluorescence polarization, HTS; inhibition, % at 10.9 µM; AID 2129, 2009; hit rate 0.7% among 320,000; GST-Bcl-xL / FITC-Bim BH3 peptide fluorescence polarization; Bcl-2-like protein 1 (Homo sapiens), Q07817;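 active = inhibition above the mean of all tested compounds plus 3 SD, cutoff set per campaign, cut at about 30% in these data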;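 note: 0% = DMSO wells and 100% = unlabeled Bim-BH3 peptide competitor; inhibitors lower millipolarization by displacing the labeled peptide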
Yeast superoxide: reduction of superoxide in aged yeast, primary screen, HTS; S. cerevisiae aged cells, superoxide DHE fluorescence; active compounds read low; superoxide response (% of plate mean), % at 10 µM; AID 2690, 2010; hit rate 0.18% among 330,000;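 active = superoxide response under a set limit, about three screen SD below normal, cut at about 65% in these data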;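 note: yeast aged for seven days with compound at 30 °C before DHE staining; 100% = average MFI of all compound-treated wells on the plate with controls excluded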
AGP1 TOR yeast: modulators of AGP1-GFP expression in yeast TOR pathway, primary screen, cell-based, multiplex flow cytometry, S. cerevisiae, MLPCN library | 3 h; GFP as percent of DMSO wells | AID 2066, 2009 | hit rate 0.02% among 320,000 | GFP response vs DMSO, % at 10 µM;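 active = GFP response relative to DMSO above a set limit, near screen average plus 3 SD, cut at about 150% in these data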;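 note: median GFP channel fluorescence of the gated AGP1 strain per well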
GLD-1 RNA inh: GLD-1/TGE RNA complex disruptors, primary screen, biochemical, fluorescence polarization | Female germline-specific tumor suppressor gld-1 (Caenorhabditis elegans), Q17339 | purified GLD-1 + fluorescein TGE RNA | inhibition, % at 5.96 µM | hit rate 0.44% among 320,000;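 active = percent inhibition above a per-plate cutoff, the plate mean of test compounds plus 3 SD, cut at about 30% in these data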;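 note: 0% = DMSO wells with GLD-1 and probe and 100% = wells lacking GLD-1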
Target sequence (Q17339 whole entry, looked up): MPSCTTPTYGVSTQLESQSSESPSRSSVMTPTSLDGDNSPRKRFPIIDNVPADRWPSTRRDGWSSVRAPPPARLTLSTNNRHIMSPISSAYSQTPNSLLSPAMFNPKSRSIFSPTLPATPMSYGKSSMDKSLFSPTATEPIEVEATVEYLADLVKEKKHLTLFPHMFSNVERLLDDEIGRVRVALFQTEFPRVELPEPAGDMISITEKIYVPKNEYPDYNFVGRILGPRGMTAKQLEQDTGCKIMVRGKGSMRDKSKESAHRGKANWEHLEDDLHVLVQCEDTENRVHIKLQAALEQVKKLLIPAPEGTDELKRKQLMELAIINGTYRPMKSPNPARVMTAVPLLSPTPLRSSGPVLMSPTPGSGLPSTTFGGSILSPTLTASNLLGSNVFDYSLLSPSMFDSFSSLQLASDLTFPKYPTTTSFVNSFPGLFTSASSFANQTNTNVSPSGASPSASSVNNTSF
MCL1 BIM primary: inhibitors of MCL1 binding to BIM-BH3, primary screen, biochemical, fluorescence polarization; Induced myeloid leukemia cell differentiation protein Mcl-1 (Homo sapiens), Q07820; GST-MCL1 / FITC-Bim-BH3 fluorescence polarization; inhibition, % at 10.9 µM; hit rate 0.68% among 320,000;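 active = inhibition above the mean inhibition of all tested compounds plus 3 SD, set per campaign, cut at about 40% in these data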;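 note: 0% = DMSO wells and 100% = unlabeled Bim-BH3 peptide control; higher means more loss of mP so more displacement of Bim peptide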
GRK2 inh: compounds blocking aptamer binding on GRK2 – biochemical, human GRK2, bead flow cytometry, HTS, primary screen; FAM-aptamer displacement from GRK2; hit rate 0.59% among 330,000; Beta-adrenergic receptor kinase 1 (Homo sapiens), P25098; inhibition of aptamer binding, % at 10 µM;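 active = inhibition of aptamer binding above 40%, roughly 3 SD of noise, on plates passing a quality check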;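 note: median bead fluorescence of bound FAM aptamer so fluorescent compounds give negative values; no value below 0 was filed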
Active calls of the source: *.

Fc1cccc(Cl)c1-c1nnc2ccc(N3CCOCC3)nn12 was read as MEX-5 binding -3.6, CIT2 TOR yeast 87, VLA-4 inh 23, BCLXL inh 7, Yeast superoxide 112, AGP1 TOR yeast 92, GLD-1 RNA inh -3, MCL1 BIM primary 9 and GRK2 inh 0.
For O=C(NCC1CC1)C1CCCN(S(=O)(=O)c2ccc(-n3cnnn3)cc2)C1 (centres undefined) the results were MEX-5 binding -0.5, CIT2 TOR yeast 93, VLA-4 inh -13, BCLXL inh 3, Yeast superoxide 111, AGP1 TOR yeast 101, GLD-1 RNA inh -2, MCL1 BIM primary 1 and GRK2 inh 25.
Screening COc1ccc(CN(C(=O)CO/N=C/c2ccccc2)c2ccccc2C(=O)O)cc1 returned MEX-5 binding -1.1, CIT2 TOR yeast 92, VLA-4 inh 10, BCLXL inh 6, Yeast superoxide 97, AGP1 TOR yeast 93, GLD-1 RNA inh 3, MCL1 BIM primary 2 and GRK2 inh 0.
`COc1cc(/C=C2/CCCC(C(=O)C(F)(F)F)=C2O)ccc1O` gave MEX-5 binding 5.7, CIT2 TOR yeast 108, VLA-4 inh -8, BCLXL inh -30, Yeast superoxide 88, AGP1 TOR yeast 107, GLD-1 RNA inh -4, MCL1 BIM primary -37 and GRK2 inh 0.
For C=CCSc1nnc(NC(=O)CSc2nnc(C)s2)s1 the results were MEX-5 binding 1.6, CIT2 TOR yeast 102, VLA-4 inh -4, BCLXL inh 2, Yeast superoxide 95, GLD-1 RNA inh 3, MCL1 BIM primary 10 and GRK2 inh 0.
For CN(C)C(CNC(=O)c1cc2ccccc2oc1=O)c1ccccc1 (centres undefined) the results were MEX-5 binding 1.2, CIT2 TOR yeast 94, VLA-4 inh 1, BCLXL inh 5, Yeast superoxide 96, AGP1 TOR yeast 95, GLD-1 RNA inh -2, MCL1 BIM primary 4 and GRK2 inh 1.
`CCOC(=O)C1=C(CSc2nnnn2C)N(C)C(=O)NC1c1ccccc1` (centres undefined) gave MEX-5 binding 1.3, CIT2 TOR yeast 96, VLA-4 inh 18, BCLXL inh 3, Yeast superoxide 92, AGP1 TOR yeast 95, GLD-1 RNA inh 7, MCL1 BIM primary 2 and GRK2 inh 0.
For Cc1ccc(-c2nc3ncccc3o2)cc1NC(=O)C(C)C the results were MEX-5 binding 1.4, CIT2 TOR yeast 105, VLA-4 inh 11, BCLXL inh -4, Yeast superoxide 66, AGP1 TOR yeast 105, GLD-1 RNA inh 1, MCL1 BIM primary -6 and GRK2 inh 0.
Screening CCOc1ccc(C2CC(c3cccc(Cl)c3)n3nc(N)nc3N2)cc1 (centres undefined) returned MEX-5 binding -0.8, CIT2 TOR yeast 98, VLA-4 inh 11, BCLXL inh 1, Yeast superoxide 104, AGP1 TOR yeast 107, GLD-1 RNA inh 4, MCL1 BIM primary -4 and GRK2 inh 0.
Screening O=C(O)/C(=C\c1cccc(C(F)(F)F)c1)c1ccc(S(=O)(=O)N2CCCC2)s1 returned CIT2 TOR yeast 108, VLA-4 inh 3, BCLXL inh -3, Yeast superoxide 95, AGP1 TOR yeast 108, GLD-1 RNA inh -3, MCL1 BIM primary -1 and GRK2 inh 5.
Screening COc1ccccc1C(=O)CSc1n[nH]c(N)n1 returned MEX-5 binding 0.0, CIT2 TOR yeast 104, VLA-4 inh -1, BCLXL inh 8, Yeast superoxide 95, AGP1 TOR yeast 106, GLD-1 RNA inh 10, MCL1 BIM primary 4 and GRK2 inh 0.
CC(C)Oc1ccc(C2c3c(oc4ccccc4c3=O)C(=O)N2CCCN2CCOCC2)cc1 (centres undefined) was read as MEX-5 binding 0.1, CIT2 TOR yeast 107, VLA-4 inh 8, BCLXL inh 0, Yeast superoxide 103, AGP1 TOR yeast 107, GLD-1 RNA inh 8, MCL1 BIM primary 5 and GRK2 inh 0.
Screening CCN(CC)c1ccc(C2N(C(=O)N3CCOCC3)CCN2S(=O)(=O)c2ccc(C)cc2)cc1 (centres undefined) returned MEX-5 binding 0.0, CIT2 TOR yeast 105, VLA-4 inh 0, BCLXL inh 3, Yeast superoxide 95, AGP1 TOR yeast 105, GLD-1 RNA inh 4, MCL1 BIM primary 6 and GRK2 inh 3.
COc1cccc(N(CC(=O)N2CCCC2)S(C)(=O)=O)c1 was read as MEX-5 binding -1.7, CIT2 TOR yeast 100, VLA-4 inh 11, BCLXL inh -2, Yeast superoxide 100, AGP1 TOR yeast 137, GLD-1 RNA inh 6, MCL1 BIM primary 0 and GRK2 inh 0.
COc1ccccc1CNS(=O)(=O)c1ccc2c(c1)CCCN2C(C)=O was read as MEX-5 binding -1.2, CIT2 TOR yeast 95, VLA-4 inh 10, BCLXL inh 3, Yeast superoxide 116, AGP1 TOR yeast 99, GLD-1 RNA inh 0, MCL1 BIM primary -6 and GRK2 inh 0.
O=C(CSc1nnnn1-c1cccc2ccccc12)NC(C(=O)O)(c1ccccc1)c1ccccc1 was read as MEX-5 binding -0.6, CIT2 TOR yeast 91, VLA-4 inh -11, BCLXL inh 9, Yeast superoxide 104, AGP1 TOR yeast 92, GLD-1 RNA inh 4, MCL1 BIM primary 10 and GRK2 inh 1.
Screening C/C=C/c1ccc(O)c(OC)c1 returned CIT2 TOR yeast 106, VLA-4 inh 24, BCLXL inh 9, Yeast superoxide 110, AGP1 TOR yeast 100, GLD-1 RNA inh -4, MCL1 BIM primary 0 and GRK2 inh 0.
`Cc1ccc(Nc2nnc(SC(C)C(=O)NC3CC3)s2)cc1` (centres undefined) gave CIT2 TOR yeast 98, VLA-4 inh -7, BCLXL inh -3, Yeast superoxide 102, AGP1 TOR yeast 99, GLD-1 RNA inh 3, MCL1 BIM primary -14 and GRK2 inh 1.
`O=C(CCn1nc(-c2ccc(Cl)cc2)ccc1=O)N1CCN(c2ccccc2)CC1` gave MEX-5 binding 0.2, CIT2 TOR yeast 101, VLA-4 inh 8, BCLXL inh 5, Yeast superoxide 96, AGP1 TOR yeast 79, GLD-1 RNA inh 7, MCL1 BIM primary 0 and GRK2 inh 0.
`O=S(=O)(/N=C(/NC(=S)Nc1ccccc1)c1ccccc1)c1ccc(Cl)cc1` gave MEX-5 binding 0.6, CIT2 TOR yeast 95, VLA-4 inh 13, BCLXL inh 8, Yeast superoxide 74, AGP1 TOR yeast 100, GLD-1 RNA inh 2, MCL1 BIM primary 12 and GRK2 inh 1.

Sorted by number of heavy atoms (highest first): some entries from above.
Screening CCN(CC)c1ccc(C2N(C(=O)N3CCOCC3)CCN2S(=O)(=O)c2ccc(C)cc2)cc1 (centres undefined) returned MEX-5 binding 0.0, CIT2 TOR yeast 105, VLA-4 inh 0, BCLXL inh 3, Yeast superoxide 95, AGP1 TOR yeast 105, GLD-1 RNA inh 4, MCL1 BIM primary 6 and GRK2 inh 3.
`O=C(CCn1nc(-c2ccc(Cl)cc2)ccc1=O)N1CCN(c2ccccc2)CC1` gave MEX-5 binding 0.2, CIT2 TOR yeast 101, VLA-4 inh 8, BCLXL inh 5, Yeast superoxide 96, AGP1 TOR yeast 79, GLD-1 RNA inh 7, MCL1 BIM primary 0 and GRK2 inh 0.
`Cc1ccc(Nc2nnc(SC(C)C(=O)NC3CC3)s2)cc1` (centres undefined) gave CIT2 TOR yeast 98, VLA-4 inh -7, BCLXL inh -3, Yeast superoxide 102, AGP1 TOR yeast 99, GLD-1 RNA inh 3, MCL1 BIM primary -14 and GRK2 inh 1.
COc1cccc(N(CC(=O)N2CCCC2)S(C)(=O)=O)c1 was read as MEX-5 binding -1.7, CIT2 TOR yeast 100, VLA-4 inh 11, BCLXL inh -2, Yeast superoxide 100, AGP1 TOR yeast 137, GLD-1 RNA inh 6, MCL1 BIM primary 0 and GRK2 inh 0.

The results go on.
COc1ccc(NC(=O)CC2C(=O)N(c3cccc(OC)c3)C(=O)N2C(C)C)cc1 (centres undefined) was read as MEX-5 binding 1.5, CIT2 TOR yeast 97, VLA-4 inh -14, BCLXL inh 2, Yeast superoxide 105, AGP1 TOR yeast 94, GLD-1 RNA inh -2, MCL1 BIM primary -1 and GRK2 inh 4.
O=C1NN(c2ccccc2)C(=O)C2C3C=CC(C4CC34)C12 (centres undefined) was read as MEX-5 binding 2.8, CIT2 TOR yeast 105, VLA-4 inh 2, BCLXL inh -1, Yeast superoxide 111, AGP1 TOR yeast 101, GLD-1 RNA inh 1, MCL1 BIM primary 3 and GRK2 inh 0.
`CCN1CCN(CCNC(=O)c2ccc(/C=C3\Sc4ccccc4N(Cc4ccccc4F)C3=O)cc2)CC1` gave MEX-5 binding -0.5, CIT2 TOR yeast 87, VLA-4 inh 3, BCLXL inh 8, Yeast superoxide 104, AGP1 TOR yeast 103, GLD-1 RNA inh 4, MCL1 BIM primary 3 and GRK2 inh 0.
For O=C(Nc1ccc(NC(=O)c2ccco2)cc1)c1ccco1 the results were MEX-5 binding 1.9, CIT2 TOR yeast 97, VLA-4 inh 0, BCLXL inh -5, Yeast superoxide 109, AGP1 TOR yeast 91, GLD-1 RNA inh 1, MCL1 BIM primary -6 and GRK2 inh 2.
Screening CSc1ccc(Cl)c(C(=O)OCC(=O)Nc2ccccc2OC(F)F)c1 returned MEX-5 binding 0.8, CIT2 TOR yeast 94, VLA-4 inh 7, BCLXL inh 3, Yeast superoxide 97, AGP1 TOR yeast 97, GLD-1 RNA inh 6, MCL1 BIM primary -1 and GRK2 inh 2.
CSc1ccccc1OCc1cc(C(=O)N(C)Cc2cc(C)[nH]n2)no1 was read as MEX-5 binding 4.2, CIT2 TOR yeast 100, VLA-4 inh 9, BCLXL inh -1, Yeast superoxide 113, AGP1 TOR yeast 97, GLD-1 RNA inh -1, MCL1 BIM primary 6 and GRK2 inh 7.
`Cc1cc(Cl)c(S(=O)(=O)N/N=C/c2ccc3c(c2)OCO3)c(Cl)c1` gave MEX-5 binding -2.4, CIT2 TOR yeast 82, VLA-4 inh -2, BCLXL inh -3, Yeast superoxide 88, AGP1 TOR yeast 82, GLD-1 RNA inh -7, MCL1 BIM primary -1 and GRK2 inh 2.
Screening O=C(NCc1cccnc1)c1ccc(Cl)c(Cl)c1 returned MEX-5 binding -0.2, CIT2 TOR yeast 104, VLA-4 inh -22, BCLXL inh 1, Yeast superoxide 99, AGP1 TOR yeast 97, GLD-1 RNA inh 3, MCL1 BIM primary 7 and GRK2 inh 1.
`CCOC(=O)C(=O)/C(C#N)=C/Nc1ccccc1` gave CIT2 TOR yeast 102, VLA-4 inh 11, BCLXL inh -2, Yeast superoxide 101, AGP1 TOR yeast 105, GLD-1 RNA inh 1, MCL1 BIM primary -5 and GRK2 inh 0.
`C=CCN1C(=O)/C(=C/c2ccc(O)cc2)S/C1=N/c1nccs1` gave MEX-5 binding 1.6, CIT2 TOR yeast 100, VLA-4 inh 1, BCLXL inh -9, Yeast superoxide 105, AGP1 TOR yeast 84, GLD-1 RNA inh -104, MCL1 BIM primary -33 and GRK2 inh 8.

From PubChem
